GIRK2 act = GIRK2 channel activators by thallium flux. AID 1259324. activation (% efficacy), % for hits at 37.5 µM. HEK293 GIRK2/NPY4 cells, thallium flux fluorescence. 34,000 tested, under 10 active;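 active = primary screen hit, no activity in plain HEK293 cells, and in GIRK2-only cells above 5% efficacy rising with concentration; inactive = the rest, including fluorescent compounds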;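 also: efficacy is normalized control-subtracted fluorescence 15 s after thallium addition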
Target sequence (P48051 whole entry, looked up): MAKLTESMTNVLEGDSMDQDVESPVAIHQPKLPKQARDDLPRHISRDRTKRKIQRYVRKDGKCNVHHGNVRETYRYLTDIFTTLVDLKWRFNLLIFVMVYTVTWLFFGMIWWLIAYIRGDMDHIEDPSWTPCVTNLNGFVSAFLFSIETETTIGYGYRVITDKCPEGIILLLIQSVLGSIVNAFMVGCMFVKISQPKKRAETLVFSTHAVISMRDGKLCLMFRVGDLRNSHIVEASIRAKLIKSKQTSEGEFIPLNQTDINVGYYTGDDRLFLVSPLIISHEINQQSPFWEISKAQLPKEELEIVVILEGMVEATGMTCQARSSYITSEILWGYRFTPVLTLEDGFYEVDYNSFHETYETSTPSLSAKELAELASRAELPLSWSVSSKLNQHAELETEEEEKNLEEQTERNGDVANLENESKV
Calls only; i = inactive. An excerpt; the hit share may differ from the screen's.

SMILES | GIRK2 act
Cn1c(SCc2nc(-c3cccc(C(F)(F)F)c3)no2)nc2cc3c(cc2c1=O)OCO3 | i
CCOc1cc(N2CCN(C(=O)c3ccccc3C(F)(F)F)CC2)nc(C)n1 | i
O=C(NCCC1=CCCCC1)c1ccc(S(=O)(=O)N2CCOCC2)o1 | i
CCCNc1cc(C)nc2c(-c3ccc(OC)c(OC)c3)c(C)nn12 | i
Cc1cccc(-n2ncc3c(=O)n(CC(=O)N4CC(C)OC(C)C4)cnc32)c1C (configuration not stated) | i
COc1ccc(OC)c(NC(=O)CSc2ccc(NC(C)=O)nn2)c1 | i
Cn1c(=O)c2c(nc(N3CCCC3)n2CC(=O)O)n(C)c1=O | i
CC(C)c1nnc(C2CCN(S(=O)(=O)c3ccc(F)cc3F)CC2)o1 | i
CCOCCn1c(=O)c2c(nc3n(Cc4ccco4)c(C)c(C)n23)n(C)c1=O | i
CCC(CC)C(=O)N1CCN(c2ncnc3c2nnn3-c2ccccc2)CC1 | i
COc1ccc(-c2ccc(N3CCN(C(=O)c4cccs4)CC3)nn2)cc1OC | i
CC(C)(C)NC(=O)NCC1COC2(CCCCC2)O1 (configuration not stated) | i
CC(C)NC(=O)C(=O)NCC(c1ccco1)N(C)C (configuration not stated) | i
COc1cccc(OCC(=O)Nn2cnc3c(cnn3C(C)(C)C)c2=O)c1 | i
O=S(=O)(CCOc1ccccc1)N1CCOCC1 | i
COc1ccc(CNC(=O)c2sccc2S(=O)(=O)N2CCN(c3ccccc3F)CC2)cc1 | i
O=C(NCc1n[nH]c(=O)c2ccccc12)c1ccc[nH]c1=O | i
COc1ccc(N2CCN(C(=O)c3ccccc3SC)CC2)nn1 | i
COc1ccc(S(=O)(=O)NCC2CCN(C(=O)Oc3ccccc3)CC2)cc1OC | i
COc1nn(C)cc1C(=O)NCC1COC2(CCCCC2)O1 (configuration not stated) | i
Cc1ccc(CNC(=O)Cn2ncn3nc4c(c3c2=O)CCCC4)cc1 | i
COc1ccccc1N=c1scc(C)n1CCCN1CCOCC1 | i
O=C(NCC(O)c1cccc2ccccc12)C1CC1 (configuration not stated) | i
O=C(Cc1ccc(-c2ccccc2)cc1)NCc1ccsc1 | i
O=C(NCc1n[nH]c(=O)c2ccccc12)Nc1ccc2c(c1)OCO2 | i
O=C(Cn1c(-c2cnccn2)nc2ccccc21)Nc1nc(-c2ccco2)cs1 | i
COc1cc(-c2ccc(=O)n(CC(=O)Nc3ccc(F)cc3F)n2)cc(OC)c1OC | i
O=S(=O)(NCC(O)C1CCCCC1)c1cccc(C(F)(F)F)c1 (configuration not stated) | i
COc1ccc(CNC(=O)c2n[nH]c3ccccc23)cc1 | i
CCCN1C(=O)NC2(CCN(S(=O)(=O)c3ccc(C)cc3C)CC2)C1=O | i
CCOc1ccc(CC(=O)NCC(O)(c2ccccc2)C(F)(F)F)cc1 (configuration not stated) | i
CCOC(=O)N1CCC(NC(=O)CCc2csc(NC(=O)c3ccco3)n2)CC1 | i
CSc1ncccc1C(=O)N1CCC2(CC1)OCCN2S(=O)(=O)c1ccc(C)cc1 | i
CCOc1ccc(C(=O)N(CCN2CCOCC2)c2nc3c(F)cc(F)cc3s2)cc1 | i
O=C(Nc1nc(CCC(=O)N2CCc3ccccc32)cs1)c1ccc(Cl)cc1 | i
Cc1nccn1CCNC(=O)C(=O)NCc1ccccc1 | i
COc1ccc(NC(=O)c2csc(Nc3ccccc3)n2)cc1OC | i
CCOc1ccccc1NC(=O)C(=O)NCC1CCN(C(=O)c2ccncc2)CC1 | i
O=S(=O)(c1ccc2c(c1)OCCO2)N1CCN(Cc2nc(-c3ccco3)cs2)CC1 | i
CCc1ccc(S(=O)(=O)NCC2CCN(Cc3ccccc3)CC2)s1 | i
Cc1cc(C)cc(OCCNC(=O)c2cccs2)c1 | i
CCOC(=O)C1CCCN(CC(O)COC2CC3CCC2(C)C3(C)C)C1 (configuration not stated) | i
COc1cccc(CC(=O)NC2(c3nc(-c4cccnc4)no3)CCCCC2)c1 | i
CCN(CC)S(=O)(=O)c1ccc(C(=O)NCC(C)(O)COC)cc1 (configuration not stated) | i
O=C(Cc1ccccc1Cl)N1CCN(c2ccc3nnc(C4CC4)n3n2)CC1 | i
COc1ccc(Cl)cc1C(=O)NCc1ccsc1 | i
Cc1ccc(C(C)C)c(OCC(O)CN2CCSCC2)c1 (configuration not stated) | i
Cc1cc(NC(=O)c2cccc3ccccc23)n(C(C)C)n1 | i
O=C(CSc1nc(=O)n(CCO)c2c1CCCC2)NCc1ccc2c(c1)OCO2 | i
Cc1ccc(NC(=O)NCCC(O)c2ccco2)cc1C (configuration not stated) | i
COc1cccc(-c2cc(CC(=O)NCCN3CCOCC3)no2)c1 | i
CCOc1ccc(-c2noc(Cn3cnc4c(nnn4Cc4ccc(Cl)cc4)c3=O)n2)cc1OC | i
COc1ccc(NC(=O)c2ccc(-n3cnnn3)cc2)c(OC)c1 | i
COCCN1CCC(CNC(=O)c2c(C)cc(C)cc2C)CC1 | i
Cc1cccc(N2CCN(S(=O)(=O)CCNC(=O)C3CC3)CC2)c1 | i
O=C(NC1CCCCC1N1C(=O)CSC1=O)c1cc(-c2ccc(F)cc2)n[nH]1 (configuration not stated) | i
CCc1nnc(-c2ccc(NC(=O)C3CC(=O)N(c4ccc(OC)cc4)C3)cc2)o1 (configuration not stated) | i
CCOc1ccccc1-c1noc(-c2cn[nH]c2-c2ccccc2)n1 | i
Cc1cccc(N2CC(c3nc4ccccc4n3CC(=O)N3CCCC3)CC2=O)c1 (configuration not stated) | i
Cc1nccn1CC1CCN(S(=O)(=O)c2cccc(Cl)c2)CC1 | i

The results go on.
SMILES | GIRK2 act
CCOc1ccc(NC(=O)CSC2=NS(=O)(=O)c3ccccc32)cc1 | i
Cc1ccc(S(=O)(=O)NCC2CCN(Cc3cccs3)CC2)cc1 | i
NS(=O)(=O)c1ccc(N2N=C(c3ccc(F)cc3)CC2c2ccc([N+](=O)[O-])cc2)cc1 (configuration not stated) | i
Cc1ccc(C)c(NC(=O)CSc2ncnc3nc(C)ncc23)c1 | i
CCOC(=O)N1CCc2nc(NC(=O)Cc3ccc(OCC)cc3)sc2C1 | i
C=Cc1ccc(Cn2nc3ccc(S(=O)(=O)N4CCCCC4)cn3c2=O)cc1 | i
OC(COCc1ccccc1)CN1CCN(c2ccccc2F)CC1 (configuration not stated) | i
O=S(=O)(NCC1CCN(Cc2ccsc2)CC1)c1cccc2ccccc12 | i
COCCN1CCC(CNC(=O)Cc2ccc(-c3ccccc3)cc2)CC1 | i
NCC1CCN(C(=O)c2ccoc2)CC1 | i
COc1ccc(NC(=O)C(=O)Nc2ccc3c(c2)N(S(=O)(=O)c2ccc(C)cc2)CCC3)cc1 | i
COc1ccc(S(=O)(=O)Nc2ccc3c(c2)N(C(=O)C(C)(C)C)CC3)cc1F | i
CCOc1cn2c(cc1=O)C(=O)N(CCNC(=O)c1cc(Cl)ccc1OC)CC2 | i
O=C(NCC#CCN1CCc2ccccc2C1)c1cccc(Cl)c1 | i
O=C(Nc1cccs1)N1CCN(C(=O)c2cnn3ccccc23)CC1 | i
COc1cc(C(=O)N2CCC(c3nnc(-c4ccc(F)cc4)o3)CC2)cc(OC)c1OC | i
C#CCn1c(=NC(=O)c2ccnn2C)sc2c(C)cc(C)cc21 | i
CCCNc1nc2c(c(=O)[nH]c(=O)n2C)n1CCc1ccc(OC)cc1 | i
CC(C)(C)c1ccc(OCCC(=O)O)cc1 | i
CCOC(=O)CSc1ccc(NC(=O)c2ccccc2F)nn1 | i
CN1CC(NS(=O)(=O)c2cccc(Cl)c2)CC1=O (configuration not stated) | i
COc1ccc(C)cc1NS(=O)(=O)c1cc(N2C(=O)CCS2(=O)=O)ccc1C | i
CS(=O)(=O)N1CCC(C(=O)NCCn2nc(-c3ccc(Cl)cc3)ccc2=O)CC1 | i
O=C(CC1CCCCN1S(=O)(=O)c1ccccc1)NCCC1=CCCCC1 (configuration not stated) | i
COc1ccc(Cl)cc1NC(=O)Nc1ccc2c(c1)N(S(C)(=O)=O)CCC2 | i
O=C(Nc1cccs1)Nc1ccccc1NC(=O)c1ccco1 | i
CC1=CS/C(=C(/C#N)C(=O)Nc2cccc(Cl)c2)N1c1ccccc1 | i
Cc1ccc(N2CCCS2(=O)=O)cc1NC(=O)c1c(F)cccc1F | i
O=C(Nc1ccc(F)cc1F)c1ncccn1 | i
Cc1nn(-c2ccccc2)c(NC(=O)c2cccs2)c(-c2ccccc2Cl)c1=O | i

Laid out differently: 20 of the compounds above
Molecule	GIRK2 act
NCC1CCN(C(=O)c2ccoc2)CC1	i
COc1ccc(NC(=O)C(=O)Nc2ccc3c(c2)N(S(=O)(=O)c2ccc(C)cc2)CCC3)cc1	i
COc1ccc(S(=O)(=O)Nc2ccc3c(c2)N(C(=O)C(C)(C)C)CC3)cc1F	i
CCOc1cn2c(cc1=O)C(=O)N(CCNC(=O)c1cc(Cl)ccc1OC)CC2	i
O=C(NCC#CCN1CCc2ccccc2C1)c1cccc(Cl)c1	i
O=C(Nc1cccs1)N1CCN(C(=O)c2cnn3ccccc23)CC1	i
COc1cc(C(=O)N2CCC(c3nnc(-c4ccc(F)cc4)o3)CC2)cc(OC)c1OC	i
C#CCn1c(=NC(=O)c2ccnn2C)sc2c(C)cc(C)cc21	i
CCCNc1nc2c(c(=O)[nH]c(=O)n2C)n1CCc1ccc(OC)cc1	i
CC(C)(C)c1ccc(OCCC(=O)O)cc1	i
CCOC(=O)CSc1ccc(NC(=O)c2ccccc2F)nn1	i
CN1CC(NS(=O)(=O)c2cccc(Cl)c2)CC1=O (configuration not stated)	i
COc1ccc(C)cc1NS(=O)(=O)c1cc(N2C(=O)CCS2(=O)=O)ccc1C	i
CS(=O)(=O)N1CCC(C(=O)NCCn2nc(-c3ccc(Cl)cc3)ccc2=O)CC1	i
O=C(CC1CCCCN1S(=O)(=O)c1ccccc1)NCCC1=CCCCC1 (configuration not stated)	i
COc1ccc(Cl)cc1NC(=O)Nc1ccc2c(c1)N(S(C)(=O)=O)CCC2	i
O=C(Nc1cccs1)Nc1ccccc1NC(=O)c1ccco1	i
CC1=CS/C(=C(/C#N)C(=O)Nc2cccc(Cl)c2)N1c1ccccc1	i
Cc1ccc(N2CCCS2(=O)=O)cc1NC(=O)c1c(F)cccc1F	i
O=C(Nc1ccc(F)cc1F)c1ncccn1	i

Next part:
SMILES | GIRK2 act
Nc1c(-c2cccc(F)c2)nsc1C(=O)N1CCN(c2ccc(Cl)cc2)CC1 | i
COc1ccc(CN2COc3ccc4c(=O)c(-c5ccccc5)coc4c3C2)cc1OC | i
CC(NC(=O)Cc1csc(NC(=O)c2ccc[nH]c2=O)n1)c1ccccc1 (configuration not stated) | i
O=C(NCCOc1ccc(F)cc1)C(=O)NCc1cccs1 | i
O=C(NCC1CCN(C(=O)COc2ccccc2)CC1)c1nc2ccccc2s1 | i
O=C(NCCc1csc2nc(-c3ccccc3F)nn12)Nc1cccs1 | i
O=C(NCC1CCCO1)c1ccc(Cn2c(=S)[nH]c3ccc(Br)cc3c2=O)cc1 (configuration not stated) | i
Cc1ccc(NC(=O)C2CC2)cc1N1CCCCC1=O | i
COc1ccc(NC(=O)Nc2ccccc2NC(=O)c2ccccn2)cc1OC | i
Cc1noc(C)c1CCC(=O)NCc1n[nH]c(=O)c2ccccc12 | i
COC(=O)Nc1nc(CC(=O)Nc2cc(OC)ccc2OC)cs1 | i
CSCCC(C)(O)CNC(=O)C(=O)Nc1ccccc1Cl (configuration not stated) | i
O=C(NCC1(c2cccs2)CCOCC1)Nc1cccc(C(F)(F)F)c1 | i
Cn1nc(CNC(=O)c2cccc(C#N)c2)c2ccccc2c1=O | i
CCOC(=O)CCC(=O)N1CCCC(c2nn(C)c(=O)n2-c2ccccc2)C1 (configuration not stated) | i
Cc1nc(C)c(C(=O)N2Cc3nn(-c4ccccc4C)c(-n4cccc4)c3C2)s1 | i
O=C(Nc1ccc(CC(=O)N2CCOCC2)cc1)NC(c1ccccc1)c1ccccc1 | i
O=C(Nc1ccc2scnc2c1)C1CCCCC1 | i
CCCOc1ccc(N2CCN(C(=O)COc3cccc(C)c3)CC2)nn1 | i
CCCCC(CC)CNC(=O)C1CCC(Cn2c(=S)[nH]c3ccccc3c2=O)CC1 (configuration not stated) | i
Cc1cccc(C)c1NC(=O)C(=O)NCC(c1cccc2ccccc12)N1CCCC1 (configuration not stated) | i
COc1ccc(Cl)cc1C(=O)NCC(C)(O)C1CC1 (configuration not stated) | i
CC(=O)c1cccc(S(=O)(=O)N2CCCN(CCn3cccn3)CC2)c1 | i
CCc1nc(-n2cccc2)sc1C(=O)NCc1ccc(OC)c(OC)c1 | i
COc1ccc2nc(-c3ccc(Cl)c(NC(=O)Nc4cccs4)c3)cn2n1 | i
Cc1ccc(N2CCCS2(=O)=O)cc1NC(=O)NCc1cccc2ccccc12 | i
O=C(c1nnn(-c2ccccc2)c1CSc1ncccn1)N1CCN(c2cccc(Cl)c2)CC1 | i
C#CCOc1cccc(-c2nnc(CC)o2)c1 | i
O=C(NCC(O)Cc1ccccc1)NC(c1ccccc1)c1ccccc1 (configuration not stated) | i
COc1ccc(CC(=O)Nc2ccc(CC(=O)N(C)C)cc2)cc1 | i
O=C(NCCC1=CCCCC1)c1ccc2c(=O)n(Cc3ccccc3Cl)c(=S)[nH]c2c1 | i
COc1ccc(CNC(=O)C(=O)NCC2CCN(C)CC2)cc1 | i
COc1ccc(N2C(=O)CCS2(=O)=O)cc1S(=O)(=O)Nc1cccc(Cl)c1 | i
COc1ccccc1OCC(=O)NCC1(O)CCOCC1 | i
Cc1cccc(NC(=O)c2cc3c(=O)n(C)c(=O)n(C)c3s2)c1C | i
CCOC(=O)N1CCN(C(c2cccc(F)c2)c2sc3nc(CC)nn3c2O)CC1 (configuration not stated) | i
COc1ccc(S(=O)(=O)CC(=O)Nc2nnc(-c3ccccc3OC)o2)cc1 | i
O=C(Cc1cc(-c2ccccc2)on1)Nc1ccc(Cl)cc1 | i
O=S(=O)(C1CC1)N1CCN(CCn2ccnc2)CC1 | i
COc1nn(C)cc1C(=O)N1Cc2nn(C(C)(C)C)c(-n3cccc3)c2C1 | i
O=S(=O)(Cc1ccc(F)cc1)NCCc1csc2nc(-c3cccs3)nn12 | i
O=C(NCCCc1ccccc1)c1csc(NS(=O)(=O)c2cccs2)n1 | i

Assay outcomes: PubChem BioAssay, Vanderbilt University
